Screens from PubChem.
APEX1 inh – inhibitors of human APE1 endonuclease; P27695; recombinant APE1, TAMRA/BHQ-2 abasic DNA cleavage fluorescence; Potency, µM (top dose mostly 65.8 µM), without a hit: at the top dose activity change, negative = inhibition, actives largely listed as inhibitors; 0.35% of 350,000 active;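 also: plate controls were vehicle for no effect and reference inhibitor for full effect; nearly all actives have a fitted effect of over 55% in size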
Target sequence (P27695 whole entry, looked up): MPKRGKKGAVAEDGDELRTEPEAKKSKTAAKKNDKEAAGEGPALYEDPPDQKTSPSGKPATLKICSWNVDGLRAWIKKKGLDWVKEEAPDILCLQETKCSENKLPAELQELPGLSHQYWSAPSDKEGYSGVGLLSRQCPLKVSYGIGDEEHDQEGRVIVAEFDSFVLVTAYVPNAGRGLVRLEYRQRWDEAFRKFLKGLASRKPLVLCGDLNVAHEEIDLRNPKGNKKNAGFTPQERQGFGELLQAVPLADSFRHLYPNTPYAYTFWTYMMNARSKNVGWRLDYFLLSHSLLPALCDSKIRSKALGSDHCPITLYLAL
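APE1 at 0.75 nM final was preincubated with compound 15 min at room temperature, then 50 nM double-stranded THF abasic-site substrate (5'-TAMRA/3'-BHQ-2) was added. Fluorescence (ex 525/em 598 nm) was read kinetically; third-minus-first read gave activity.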
POLK inh – inhibitors of human DNA polymerase kappa. Potency, µM (titrated, usually from 107 µM), inactives show top-dose activity, negative = inhibition, usual class: inhibitors. purified Pol kappa, fluorescent DNA synthesis assay, 10 min. Q9UBT6. 0.53% of 400,000 active
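Inhibition of 10 nM Pol kappa is measured by a fluorescent read-out at 0 and 10 min following addition of 50 nM substrate (final), with a 15-min room-temperature compound preincubation.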
Anesthetic bind – binds horse apoferritin like a general anesthetic | P02791 | apoferritin/1-aminoanthracene competitive binding, fluorescence | Potency, µM (top dose mostly 77.5 µM), without a hit: top-dose activity change, negative = displacement, most hits filed as inhibitors | 0.074% of 350,000 active | AID 485281; also: nearly all actives have a fitted effect of over 20% in size
Target sequence (P02791 2-175 limits assumed): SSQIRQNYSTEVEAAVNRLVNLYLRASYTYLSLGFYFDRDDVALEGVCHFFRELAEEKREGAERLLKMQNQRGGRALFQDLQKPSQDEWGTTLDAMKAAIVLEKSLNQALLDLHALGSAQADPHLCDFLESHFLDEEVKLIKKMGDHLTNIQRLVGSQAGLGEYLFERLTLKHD
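In PBS, apoferritin at 10 uM is loaded with 1-AMA from a 50% saturated solution. After 10 min of compound exposure at ambient temperature, reduced 535 nm fluorescence indicates probe displacement.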
* = called active by the depositor; ? = inconclusive; nt = not tested or not shown; & = joins results of further samples; [ ] = another dose, or the depositor's remark. Calls follow the shape of the dose curve; as a rule, active = well fitted curve in the direction sought with a large enough effect; inconclusive = small, poorly fitted or top-dose-only effect, or another doubt; inactive = no such curve, though single readings can be large; an effect the other way counts as inactive or inconclusive. Unless noted, % is scaled to controls: 0 for no effect and ±100 for the full control effect; potency is read from the fitted curve at half-maximal effect.

SMILES	APEX1 inh	POLK inh	Anesthetic bind
CN(C)CCn1nnnc1SCC1=C(C(=O)O)N2C(=O)[C@@H](NC(=O)Cc3csc(N)n3)[C@@H]2SC1	nt	?	105.7%[activator][29.3 µM]
CC1(C)O[C@H]2C[C@@H]3[C@H]4CCC5=CC(=O)CC[C@@]5(C)[C@]4(F)[C@@H](O)C[C@@]3(C)[C@@]2(C(=O)CCl)O1	nt	0.1%[19.4 µM]	-7.3%[29.3 µM]
C=CCOc1ccccc1OC[C@H](O)CNC(C)C	nt	-4.5%[12 µM]	8.1%[29.3 µM]
CC1OC(OC2CCC3(C)C(CCC4C3CC(O)C3(C)C(C5=CC(=O)OC5)CCC43O)C2)CC(O)C1OC1CC(O)C(OC2CC(O)C(OC3OC(CO)C(O)C(O)C3O)C(C)O2)C(C)O1 (centres undefined)	nt	4.5%[19.4 µM]	2.6%
O=c1[nH]c(=O)n([C@@H]2C[C@H](O)[C@H](CO)O2)cc1I	nt	-9.2%[12 µM]	5.4%[29.3 µM]
COc1ccc2cc1Oc1ccc(cc1)CC1c3c(cc4c(c3Oc3cc5c(cc3OC)CCN(C)C5C2)OCO4)CCN1C (centres undefined)	nt	-3.0%[19.4 µM]	-14.3%
COc1ccc2c(c1)N(C[C@@H](C)CN(C)C)c1ccccc1S2	nt	-2.8%[12 µM]	-1.3%[29.3 µM]
C=Cc1c(C)c2cc3nc(cc4[nH]c(cc5nc(cc1[nH]2)C(C)=C5CCC(=O)O)c(CCC(=O)OC)c4C)[C@@]1(C)C3=CC=C(C(=O)OC)[C@H]1C(=O)OC (tested in a mixture with another compound)	nt	0.0%[19.4 µM]	?
CC[C@H](CO)NCCN[C@@H](CC)CO	nt	5.8%[19.4 µM]	2.0%[29.3 µM]
NC(CCC(=O)N[C@@H](CS)C(=O)NCC(=O)O)C(=O)O (some centres undefined)	nt	4.2%[60.1 µM]	1.9%
CCc1c(C)[nH]c2c1C(=O)[C@H](CN1CCOCC1)CC2	nt	-1.9%[19.4 µM]	0.8%[29.3 µM]
Nc1ncnc2c1[nH]c(=O)n2C1OC(CO)C(O)C1O (centres undefined)	5.8%	-4.3%[60.1 µM]	-4.1%
CC[C@H](C)[C@H](NC(=O)[C@@H](NC(=O)[C@@H](CC(=O)NO)Cc1ccccc1)[C@@H](C)CC)C(=O)O	-3.2%	8.4%[60.1 µM]	-3.3%
FC(F)(F)c1ccc(-c2noc(-c3ccccc3)c2I)cc1	-0.7%	-11.1%[60.1 µM]	5.3%[110 µM]
C#CCn1c(=O)c2c(nc(/C=C/c3cccc(OC)c3)n2C)n(CCCOP(=O)(O)O)c1=O	-3.2%	-13.4%[60.1 µM]	17.9%
CC(C)C[C@H](NC(=O)[C@H](CC(C)C)NC(=O)[C@H](Cc1ccc(O)cc1)NC(=O)CNC(=O)[C@H](C)NC(=O)[C@H](CO)NC(=O)[C@H](CC(N)=O)NC(=O)[C@H](CC(C)C)NC(=O)[C@@H](NC(=O)[C@H](Cc1c[nH]c2ccccc12)NC(=O)CN)[C@@H](C)O)C(=O)NCC(=O)N1CCC[C@H]1C(=O)N1CCC[C@H]1C(=O)N1CCC[C@H]1C(=O)NCC(=O)N[C@@H](Cc1ccccc1)C(=O)N[C@@H](CO)C(=O)N1CCC[C@H]1C(=O)N[C@@H](Cc1ccccc1)C(=O)N[C@@H](CCCNC(=N)N)C(N)=O	-1.4%	12.6%[60.1 µM]	-12.4%
CCCCCC(C)N (centres undefined)	0.6%	-5.1%[60.1 µM]	-4.9%
CC(C)[C@H](NC(=O)[C@H](CCCCN)NC(=O)[C@@H](NC(=O)[C@@H]1CCCN1C(=O)[C@H](CCCN=C(N)N)NC(=O)[C@H](CCCN=C(N)N)NC(=O)[C@H](CCCCN)NC(=O)[C@H](CCCCN)NC(=O)CNC(=O)[C@@H](NC(=O)[C@@H]1CCCN1C(=O)[C@@H](N)CCCCN)C(C)C)C(C)C)C(=O)N[C@@H](Cc1ccc(O)cc1)C(=O)N1CCC[C@H]1C(=O)O	0.6%	12.9%[60.1 µM]	-3.0%
CC(=O)N1CC[C@@H]2CC(=O)C[C@@H](C)[C@@H]21	4.5%[120 µM]	-6.7%[158 µM]	-7.3%[163 µM]
CC(C)C[C@H](NC(=O)[C@H](CC(C)C)NC(=O)[C@H](Cc1ccccc1)NC(=O)[C@@H](N)CO)C(=O)N[C@@H](CCCN=C(N)N)C(=O)N[C@@H](CC(N)=O)C(=O)O	0.0%	20.6%[60.1 µM]	5.8%
C#C[C@]1(O)CCC2C3CCC4=Cc5oncc5C[C@@]4(C)C3CC[C@@]21C (some centres undefined)	8.4%	-5.9%[60.1 µM]	-7.2%
Cc1cc(O)c2c(c1O)C(=O)c1c(O)cc(C)c(O)c1C2=O	?	?	5.9%
CC(=O)Oc1cc(-c2coc3cc(OC(C)=O)c(OC(C)=O)c(OC(C)=O)c3c2=O)cc(OC(C)=O)c1OC(C)=O	0.316µM*	0.355µM*	6.3%
CC(=O)c1ccc(N2CCOCC2)cc1O	?	11.0%[60.1 µM]	-9.2%
CC(=O)N[C@H]1CSSC[C@@H](C(=O)N2CCC[C@H]2C(=O)N2CCC[C@H]2C(=O)N[C@@H](CCCCN)C(=O)N[C@@H](CC(=O)O)C(N)=O)NC(=O)CNC(=O)[C@H](Cc2c[nH]c3ccccc23)NC(=O)[C@H](CCCNC(=N)N)NC(=O)[C@@H](Cc2ccc(Cl)c(Cl)c2)NC(=O)[C@H](Cc2cnc[nH]2)NC(=O)[C@H](CCC(=O)O)NC1=O	14.6%	-5.2%[12 µM]	-9.0%
CCC(C)C1/C=C\CCCC(=O)N1Cc1ccc(C)cc1 (centres undefined)	-3.2%	-13.5%	?
C=COC(=O)/C=C/C	-1.0%	12.4%[60.1 µM]	6.7%
O=C(O)[C@@]1(CCCCCCOc2ccc(Cl)cc2)CO1	-4.5%	12.6%[60.1 µM]	6.0%
CCOc1cccc2oc(-c3ccccc3Cl)cc(=O)c12	-5.0%	-17.0%	?
CC[C@H](C)[C@H](NC(=O)[C@H](CCC(=O)O)NC(=O)[C@@H](N)CO)C(=O)N[C@@H](CCC(N)=O)C(=O)N[C@@H](CC(C)C)C(=O)N[C@@H](CCSC)C(=O)N[C@@H](Cc1cnc[nH]1)C(=O)N[C@@H](CC(N)=O)C(=O)N[C@@H](CC(C)C)C(=O)NCC(=O)N[C@@H](CCCCN)C(=O)N[C@@H](Cc1cnc[nH]1)C(=O)N[C@@H](CC(C)C)C(=O)N[C@@H](C)C(=O)N[C@@H](CO)C(=O)N[C@H](C(=O)N[C@@H](CCC(=O)O)C(=O)N[C@@H](CCCNC(=N)N)C(=O)N[C@@H](CCSC)C(=O)N[C@@H](CCC(N)=O)C(=O)N[C@@H](Cc1c[nH]c2ccccc12)C(=O)N[C@@H](CC(C)C)C(=O)N[C@@H](CCCNC(=N)N)C(=O)N[C@@H](CCCCN)C(=O)N[C@@H](CCCCN)C(=O)N[C@@H](CC(C)C)C(=O)N[C@@H](CCC(N)=O)C(=O)N[C@@H](CC(=O)O)C(=O)N[C@H](C(=O)N[C@@H](Cc1cnc[nH]1)C(=O)N[C@@H](CC(N)=O)C(=O)N[C@@H](Cc1ccccc1)C(=O)O)C(C)C)C(C)C	-4.9%	17.8%[60.1 µM]	-14.7%

Some of the entries above in another layout:
| molecule | APEX1 inh | POLK inh | Anesthetic bind |
| --- | --- | --- | --- |
| CC[C@H](C)[C@H](NC(=O)[C@@H](NC(=O)[C@@H](CC(=O)NO)Cc1ccccc1)[C@@H](C)CC)C(=O)O | -3.2% | 8.4%[60.1 µM] | -3.3% |
| FC(F)(F)c1ccc(-c2noc(-c3ccccc3)c2I)cc1 | -0.7% | -11.1%[60.1 µM] | 5.3%[110 µM] |
| C#CCn1c(=O)c2c(nc(/C=C/c3cccc(OC)c3)n2C)n(CCCOP(=O)(O)O)c1=O | -3.2% | -13.4%[60.1 µM] | 17.9% |
| CC(C)C[C@H](NC(=O)[C@H](CC(C)C)NC(=O)[C@H](Cc1ccc(O)cc1)NC(=O)CNC(=O)[C@H](C)NC(=O)[C@H](CO)NC(=O)[C@H](CC(N)=O)NC(=O)[C@H](CC(C)C)NC(=O)[C@@H](NC(=O)[C@H](Cc1c[nH]c2ccccc12)NC(=O)CN)[C@@H](C)O)C(=O)NCC(=O)N1CCC[C@H]1C(=O)N1CCC[C@H]1C(=O)N1CCC[C@H]1C(=O)NCC(=O)N[C@@H](Cc1ccccc1)C(=O)N[C@@H](CO)C(=O)N1CCC[C@H]1C(=O)N[C@@H](Cc1ccccc1)C(=O)N[C@@H](CCCNC(=N)N)C(N)=O | -1.4% | 12.6%[60.1 µM] | -12.4% |
| CCCCCC(C)N (centres undefined) | 0.6% | -5.1%[60.1 µM] | -4.9% |

Going on with the list.
SMILES	APEX1 inh	POLK inh	Anesthetic bind
CC[C@@H]1O[C@]2(C=C[C@@H]1C)C[C@H]1C[C@H](CC=C(C)[C@@H](O[C@@H]3C[C@H](OC)[C@H](O[C@@H]4C[C@H](OC)[C@H](O)[C@H](C)O4)[C@H](C)O3)[C@@H](C)C=CC=C3CO[C@@H]4[C@@H](O)C(C)=C[C@@H](C(=O)O1)[C@]34O)O2	12.8%[21 µM]	-14.6%[12 µM]	1.2%[29.3 µM]
CCC(=O)OC1C2CC3=C4CC(=O)OC(c5ccoc5)[C@]4(C)CCC3[C@@](C)(C2=O)C(CC(=O)OC)C1(C)C (some centres undefined)	-4.7%	?	-0.5%
COc1ccc(C2OC3C(CO)OC(n4cnc5c(=O)[nH]c(N)nc54)C3O2)cc1 (centres undefined)	0.3%	-1.9%[60.1 µM]	-13.5%
CC[C@H](C)[C@H](NC(=O)[C@H](C)NC(=O)[C@H](Cc1cnc[nH]1)NC(=O)[C@@H]1CCCN1C(=O)CNC(=O)[C@H](CC(C)C)NC(=O)[C@H](CC(C)C)NC(=O)[C@H](Cc1ccc(O)cc1)NC(=O)CNC(=O)[C@H](C)NC(=O)[C@H](CO)NC(=O)[C@H](CC(N)=O)NC(=O)[C@H](CC(C)C)NC(=O)[C@@H](NC(=O)[C@H](Cc1c[nH]c2ccccc12)NC(=O)CN)[C@@H](C)O)C(=O)O	0.4%	18.7%[60.1 µM]	-0.6%
NCCC(O)(P(=O)(O)O)P(=O)(O)O	1.0%&4.5%	13.5%&-1.1%[60.1 µM]	53.7%&-13.1%[activator]
NCC1OC(OC2C(N)CC(N)[C@@H](O)[C@@H]2OC2O[C@H](CO)[C@@H](O[C@@H]3OC(CN)C(O)C(O)C3N)C2O)C(N)C(O)C1O (some centres undefined)	1.2%	3.5%[60.1 µM]	-3.9%
CSCC[C@H](NC(=O)[C@H](CO)NC(=O)[C@H](Cc1ccc(O)cc1)NC(=O)[C@@H](N)CO)C(=O)N[C@@H](CCC(=O)O)C(=O)N[C@@H](Cc1cnc[nH]1)C(=O)N[C@@H](Cc1ccccc1)C(=O)N[C@@H](CCCNC(=N)N)C(=O)N[C@@H](Cc1c[nH]c2ccccc12)C(=O)NCC(=O)N[C@@H](CCCCN)C(=O)N1CCC[C@H]1C(=O)N[C@H](C(=O)NCC(=O)N[C@@H](CCCCN)C(=O)N[C@@H](CCCCN)C(=O)N[C@@H](CCCNC(=N)N)C(=O)N[C@@H](CCCNC(=N)N)C(=O)N1CCC[C@H]1C(=O)N[C@H](C(=O)N[C@@H](CCCCN)C(=O)N[C@H](C(=O)N[C@@H](Cc1ccc(O)cc1)C(=O)N1CCC[C@H]1C(=O)N[C@@H](CC(N)=O)C(=O)NCC(=O)N[C@@H](C)C(=O)N[C@@H](CCC(=O)O)C(=O)N[C@@H](CC(=O)O)C(=O)N[C@@H](CCC(=O)O)C(=O)N[C@@H](CO)C(=O)N[C@@H](C)C(=O)N[C@@H](CCC(=O)O)C(=O)N[C@@H](C)C(=O)N[C@@H](Cc1ccccc1)C(=O)N1CCC[C@H]1C(=O)N[C@@H](CC(C)C)C(=O)N[C@@H](CCC(=O)O)C(=O)N[C@@H](Cc1ccccc1)C(=O)O)C(C)C)C(C)C)C(C)C	1.9%	-11.5%[12 µM]	-0.1%
COc1ccc(-c2c(O)c3c(OC)c4c(cc3oc2=O)OC(C)(C)C=C4)cc1	1.2%	-11.4%[60.1 µM]	-11.1%
COc1ccc(-c2coc3cc(O)ccc3c2=O)c(O)c1O	3.16µM*	1.78µM*	-2.9%
COc1ccc2c(c1)OC(=O)CC2c1ccccc1C (centres undefined)	-1.8%[120 µM]	-0.5%	?
CC1CCC2C(C)(C)C3CC12CC[C@]3(C)O (some centres undefined)	-5.4%	0.8%[60.1 µM]	-20.4%
COC1=C2C[C@H](C)C[C@H](OC)[C@H](O)[C@@H](C)/C=C(/C)[C@H](OC(N)=O)[C@@H](OC)/C=C\C=C(\C)C(=O)NC(=CC1=O)C2=O	-2.9%	-5.7%[60.1 µM]	0.8%
CC(=O)N[C@H](CS)C(=O)O	6.1%	-12.9%[60.1 µM]	28.9%
Nc1nc2c(ncn2C2OC(COC(=O)c3ccccc3)C(OC(=O)c3ccccc3)C2OC(=O)c2ccccc2)c(=O)[nH]1 (centres undefined)	0.6%	0.9%[60.1 µM]	-8.8%

Some of the compounds tested; count on the stated rates, not on these rows.
